AGP1-GFP MLPCN – alters AGP1-GFP fluorescence in TOR pathway yeast screen; S. cerevisiae AGP1-GFP multiplex flow cytometry, 3 h; GFP as percent of DMSO wells; GFP response vs DMSO, % at 10 µM; AID 2066; 320,000 tested, 0.02% active;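 active = GFP response relative to DMSO above a set limit, near screen average plus 3 SD, cut at about 150% in these data; inconclusive = fewer than 70 cells counted for the yeast strain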;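 also: median GFP channel fluorescence of the gated AGP1 strain per well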
Yeast superoxide – caloric restriction mimetics inhibiting age-related superoxide in yeast; 330,000 tested, 0.18% active; S. cerevisiae aged cells, superoxide DHE fluorescence; stronger effect = lower value; superoxide response (% of plate mean), % at 10 µM;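 active = superoxide response under a set limit, about three screen SD below normal, cut at about 65% in these data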;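 also: yeast aged for seven days with compound at 30 °C before DHE staining; 100% = average MFI of all compound-treated wells on the plate with controls excluded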
GRK2 inh – blocks RNA aptamer binding to human GRK2 | P25098 | bead flow cytometry, FAM-aptamer displacement from GRK2 | inhibition of aptamer binding, % at 10 µM | 330,000 tested, 0.59% active | AID 488847;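 active = inhibition of aptamer binding above 40%, roughly 3 SD of noise, on plates passing a quality check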;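 also: median bead fluorescence of bound FAM aptamer so fluorescent compounds give negative values; no value below 0 was filed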
Target sequence (P25098 whole entry, looked up): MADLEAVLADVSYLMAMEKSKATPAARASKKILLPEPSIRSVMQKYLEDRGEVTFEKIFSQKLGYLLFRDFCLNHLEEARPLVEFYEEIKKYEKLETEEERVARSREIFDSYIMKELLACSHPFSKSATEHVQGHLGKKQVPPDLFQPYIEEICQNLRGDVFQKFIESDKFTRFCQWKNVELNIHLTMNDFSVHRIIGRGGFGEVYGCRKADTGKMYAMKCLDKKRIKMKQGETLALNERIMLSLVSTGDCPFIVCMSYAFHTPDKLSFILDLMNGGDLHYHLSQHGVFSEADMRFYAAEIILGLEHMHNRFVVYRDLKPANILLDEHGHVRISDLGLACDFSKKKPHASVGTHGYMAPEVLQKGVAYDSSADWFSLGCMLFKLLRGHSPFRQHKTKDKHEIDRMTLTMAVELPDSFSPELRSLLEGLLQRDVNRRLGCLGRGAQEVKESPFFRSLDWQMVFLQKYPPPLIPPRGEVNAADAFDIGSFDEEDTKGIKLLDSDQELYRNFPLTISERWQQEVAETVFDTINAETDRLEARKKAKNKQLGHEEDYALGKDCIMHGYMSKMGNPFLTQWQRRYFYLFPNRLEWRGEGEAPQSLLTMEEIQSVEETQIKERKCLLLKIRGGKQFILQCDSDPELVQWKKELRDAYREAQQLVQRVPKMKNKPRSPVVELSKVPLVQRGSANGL
MEP2 TOR yeast – alters MEP2-GFP fluorescence in TOR pathway yeast screen; S. cerevisiae MEP2-GFP strain, flow cytometry GFP, 3 h; 100% = DMSO control level; GFP response vs DMSO, % at 10 µM; 330,000 tested, 0.51% active;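 active = GFP response versus DMSO above a set limit, roughly screen mean plus 3 SD, cut at about 180% in these data; inconclusive = fewer than 70 cells counted for a yeast strain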;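 also: median GFP fluorescence of the barcode-gated MEP2-GFP cells per well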
CIT2-GFP yeast – yeast TOR pathway CIT2-GFP modulation; 320,000 tested, 0.065% active; S. cerevisiae CIT2-GFP strain, flow cytometry, 3 h; 100 means same as DMSO wells; GFP response vs DMSO, % at 10 µM;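 active = GFP response relative to DMSO above a set limit, near the screen mean plus 3 SD, cut at about 150% in these data; inconclusive = Fewer than 70 cells measured for a yeast strain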;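 also: ratio of well median GFP fluorescence to mean of DMSO wells on the plate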
RPL19A TOR yeast – yeast TOR pathway RPL19A-GFP modulation. S. cerevisiae RPL19A-GFP strain, flow cytometry, 3 h; stronger effect = lower value. percent response vs DMSO, % at 10 µM. 330,000 tested, 0.3% active;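 active = percent response vs DMSO below 50%; inconclusive = fewer than 70 events counted for the yeast strain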;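 also: median channel GFP fluorescence of the barcoded RPL19A-GFP strain; ratio of sample median GFP to plate DMSO average so 100% = DMSO; lower means less RPL19A-GFP as with rapamycin TOR inhibition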
VLA-4 inh – inhibition in a human VLA-4 binding assay; P13612; VLA-4 expressing cells, ligand binding flow cytometry; inhibition, % (about 7 µM as worked out from the volumes in the protocol); 330,000 tested, 0.2% active; AID 2557; in the data active = inhibition above about 50%
LAP4 TOR yeast – alters LAP4-GFP fluorescence in TOR pathway yeast screen; S. cerevisiae LAP4-GFP multiplex, flow cytometry GFP, 3 h; median GFP as percent of DMSO wells; GFP response vs DMSO, % at 10 µM; 320,000 tested, 0.34% active; AID 2023;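 active = GFP response vs DMSO above a set limit, about the screen mean plus 3 SD, cut at about 150% in these data; inconclusive = under 70 cell events counted for the yeast strain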
* = called active by the depositor; u = inconclusive; [ ] = another dose, or the depositor's remark.

SMILES | AGP1-GFP MLPCN | Yeast superoxide | GRK2 inh | MEP2 TOR yeast | CIT2-GFP yeast | RPL19A TOR yeast | VLA-4 inh | LAP4 TOR yeast
COC(CNC(=O)c1cc(C(=O)c2c(-c3c(Cl)cccc3Cl)noc2C)c[nH]1)OC | 99.8 | 99.1 | 1.0 | 101.8 | 98.5 | 102.8 | -7.4 | 99.9
CCOCCCNC(=O)c1ccccc1Br | 104.7 | 95.9 | 2.0 | 98.5 | 94.9 | 100.5 | 17.1 | 106.4
Cn1nnnc1SCC(=O)N1CCN(c2ccc(Cl)cc2)CC1 | 92.7 | 99.7 | 1.0 | 96.8 | 91.0 | 93.0 | 3.7 | 94.3
CCN(CC)c1ccc(NC(=O)c2ccc(Cl)nc2)cc1 | 104.0 | 99.2 | 2.0 | 98.8 | 96.2 | 102.9 | 2.6 | 111.3
O=C(N[C@@H](Cc1ccccc1)C(=O)O)c1c(F)c(F)c(F)c(F)c1F | 94.8 | 102.4 | 0.0 | 97.3 | 91.7 | 114.0 | -5.5 | 118.9
CC(=O)c1ccc(N2CCN(c3ncccn3)CC2)c([N+](=O)[O-])c1 | 91.8 | 96.0 | 4.0 | 102.8 | 85.6 | 102.2 | 5.0 | 97.7
CCC(CCC(=O)NNC(=O)Cc1ccc([N+](=O)[O-])cc1)C(=O)O (stereo unspecified) | 102.2 | 108.6 | 1.0 | 104.4 | 100.7 | 99.4 | 3.4 | 110.8
COc1ccc2nc3c(cc2c1)c(NC(=O)CC(C)C)nn3CC(C)C | 94.0 | 96.1 | 2.0 | 101.9 | 95.4 | 102.7 | -8.7 | 89.2
CCCN1CCN(C(=O)c2cc(COc3ccc(F)cc3F)on2)CC1 | 94.4 | 104.7 | 2.0 | 104.7 | 104.8 | 102.2 | -5.1 | 85.0
O=C(CCn1cccc1)NCc1ccccc1 | 116.6 | 89.4 | 1.0 | 99.2 | 100.1 | 95.4 | 0.8 | 96.0
Cc1ccc(F)c(Oc2cc(NN3CCCCC3)c([N+](=O)[O-])cc2[N+](=O)[O-])c1 | 104.6 | 89.8 | 2.0 | 102.0 | 94.8 | 97.9 | 4.2 | 92.1
Cc1cccc(NC(=O)[C@H](Cc2ccccc2)NC(=O)OCc2ccccc2)c1 | 89.9 | 101.0 | 1.0 | 98.3 | 90.5 | 99.6 | 14.5 | 83.4
CCCCOC(=O)c1ccc(NC(=O)c2ccc(F)cc2F)cc1 | 86.5 | 96.2 | 0.0 | 88.8 | 85.9 | 100.1 | 5.3 | 111.2
CCN(C(=O)CCS(=O)(=O)c1cccc2nonc12)c1ccc(C)c(C)c1 | 101.4 | 107.3 | 0.0 | 100.3 | 101.8 | 104.4 | -3.7 | 97.3
CC1(NC(=S)NCCO)CCS(=O)(=O)C1 (stereo unspecified) | 110.2 | 99.7 | 2.0 | 104.9 | 103.2 | 104.9 | -13.7 | 97.7
CC(C)[C@H](NC(=O)N1CCn2c1nc1ccccc12)C(=O)N[C@H](Cc1ccccc1)C(=O)O | 108.6 | 74.3 | 3.0 | 109.4 | 111.1 | 105.5 | 1.4 | 103.4
COc1cc(/C=C2\C(=N)N3N=C(S(C)(=O)=O)SC3=NC2=O)ccc1OS(=O)(=O)c1ccccc1 | u | 89.3 | 0.0 | 142.3[may fluoresce violet] | u | 17.6*[may fluoresce violet] | 1.4 | 79.5[may fluoresce violet]
CCOc1ccc(C(=O)NC(=S)Nc2cccc(S(=O)(=O)NC3=NCCC3)c2)cc1 | 104.7 | 114.0 | 3.0 | 99.4 | 111.0 | 103.4 | 15.4 | 100.8
CCC1=C(OC(=O)N(CC)CC)N2C(=O)OC(=NCCc3c[nH]c4ccccc34)[C@]2(Cc2ccccc2)[C@H]2C1=CC[C@H]1C(=O)NC(=O)[C@H]12 | 111.3 | 102.4 | 3.0 | 105.7 | 107.2 | 102.7 | -7.1 | 99.7
COc1ccc(-c2cc(=O)c3cc(F)ccc3[nH]2)cc1 | 102.5 | 97.1 | 1.0 | 96.1 | 110.0 | 106.6 | 11.9 | 114.1
COc1ccccc1CNC(=O)CN(C)CC(=O)Nc1ccc(F)c(F)c1F | 77.5 | 96.7 | 2.0 | 103.6 | 82.8 | 108.5 | 7.1 | 79.6
CCOc1cccc2sc(Cl)nc12 | 107.9 | 98.4 | 0.0 | 114.9 | 109.9 | 100.1 | -13.2 | 104.4
CSCCC(NS(=O)(=O)c1c(Cl)cccc1Cl)C(=O)O (stereo unspecified) | 106.0 | 117.6 | 0.0 | 96.7 | 97.8 | 97.0 | -8.7 | 115.5
CCCCCC(=O)Nc1nnn(CCC)n1 | 103.8 | 93.3 | 0.0 | 106.3 | 103.7 | 98.2 | 1.9 | 100.5
CCc1ccc(-c2nc(CS(=O)CC(=O)NC3CCCCCC3)c(C)o2)cc1 (stereo unspecified) | 97.0 | 107.3 | 4.0 | 102.5 | 85.3 | 97.7 | 10.9 | 104.4
(more compounds)
SMILES | AGP1-GFP MLPCN | Yeast superoxide | GRK2 inh | MEP2 TOR yeast | CIT2-GFP yeast | RPL19A TOR yeast | VLA-4 inh | LAP4 TOR yeast
CCc1ccc(/C=C/c2c([N+](=O)[O-])c(=O)n(C)c(=O)n2C)cc1 | 97.0 | 89.0 | 4.0 | 92.4 | 97.5 | 95.8 | -0.3 | 81.7
Cc1c(C(=O)O)oc2ccc(S(=O)(=O)NCCC3=CCCCC3)cc12 | 104.0 | 99.8 | 4.0 | 106.4 | 98.2 | 98.7 | 6.4 | 105.0
CCN1CCN(c2c(Cl)cccc2NC(=O)c2cc3ccccc3o2)CC1 | 99.1 | 104.5 | 0.0 | 107.0 | 102.2 | 102.7 | -2.1 | 100.2
COC(=O)[C@]1(C)N[C@H](c2ccc(SC3CCCCC3)cc2)[C@@H]2C(=O)N(C)C(=O)[C@@H]21 | 87.4 | 98.5 | 2.0 | 94.2 | 97.6 | 96.2 | -3.3 | 123.4
Cn1cc(C(=O)N/N=C/C=C/c2ccccc2)ccc1=O | 104.3 | 91.1 | 1.0 | 104.4 | 97.1 | 100.2 | 44.5 | 101.5
CCn1c(CNC(=O)c2ccccc2Cl)cc2ccccc21 | 91.0 | 94.8 | 1.0 | 96.2 | 88.7 | 100.0 | 2.7 | 98.1
CC(NC(=O)CNC(=O)c1sc2ccccc2c1Cl)c1ccc(S(N)(=O)=O)cc1 (stereo unspecified) | 108.0 | 102.3 | 1.0 | 104.2 | 108.9 | 99.8 | 26.8 | 100.4
CCc1ccc(Nc2ccc(S(=O)(=O)N3CCOCC3)cc2[N+](=O)[O-])cc1 | 92.1 | 113.2 | 0.0 | 93.9 | 89.7 | 96.9 | -19.3 | 93.2
CN(C)C(CNc1ccc(C(F)(F)F)cn1)c1ccccc1 (stereo unspecified) | 99.7 | 95.5 | 0.0 | 107.0 | 100.4 | 103.7 | -0.3 | 95.9
Cc1cc(C)nc(Nc2ncc(O)n2-c2ccc(C)c(Cl)c2)n1 | 90.6 | 102.7 | 1.0 | 87.3 | 82.7 | 96.2 | -2.4 | 91.7
N#CC(=C1CCCC1)c1nc(-c2ccccc2O)cs1 | 102.7 | 108.9 | 0.0 | 102.8 | 87.5 | 108.0 | 14.2 | 99.6
Cn1nc(/C=C/c2ccccc2)ccc1=O | 81.8 | 79.4 | 1.0 | 97.8 | 87.5 | 93.9 | 8.2 | 115.9
CCc1c(-c2n[nH]c(=S)n2Cc2ccccc2)csc1C | 90.6 | 100.8 | 0.0 | 98.5 | 94.1 | 100.0 | 0.4 | 79.0
COC(=O)c1cc2ccccc2n1S(=O)(=O)c1ccccc1 | 100.2 | 108.3 | 4.0 | 95.3 | 108.0 | 99.8 | 24.5 | 93.4
COc1ccc(NC(=S)Nc2cccc([N+](=O)[O-])c2)cc1 | 103.9 | 93.6 | 3.0 | 99.0 | 94.0 | 99.4 | 10.2 | 109.4
O=C(O)CCC1(CCC(=O)O)c2ccccc2-c2ccccc21 | 91.3 | 98.7 | 3.0 | 101.8 | 94.5 | 93.7 | 14.9 | 90.2
C/C(=N\OCc1ccc(C#N)cc1)c1ccccc1 | 96.2 | 99.8 | 0.0 | 104.3 | 88.2 | 97.5 | -2.9 | 105.7
O=C(C1=C[C@@H]2[C@H]3C(=O)N(c4ccc(Cl)cc4)C(=O)[C@H]3[C@@H](C(=O)c3ccc(Cl)cc3)N2C=C1)c1ccccc1 | 97.5 | 108.1 | 2.0 | 108.2 | 98.9 | 103.3 | -37.2 | 99.0
COC(=O)N1CCN(c2ccc(OC)cc2)CC1 | 101.8 | 112.2 | 0.0 | 101.7 | 102.1 | 101.1 | 8.3 | 106.0
COc1cc(-c2noc(-c3cccc(Cl)c3)n2)cc(OC)c1OC | 96.5 | 93.1 | 0.0 | 98.2 | 99.2 | 95.1 | -9.1 | 99.3
COc1ccccc1OCc1ccc(C(=O)NC(C)(C)C)o1 | 98.1 | 89.2 | 3.0 | 106.4 | 105.2 | 102.2 | 8.4 | 108.4
CCOC(=O)[C@H]1[C@H]2COc3ccc(OC)cc3[C@@H]2N2C(=O)c3ccc(C)cc3NC(=O)[C@@]12C | 92.2 | 109.4 | 4.0 | 97.9 | 111.2 | 100.0 | 4.2 | 143.0
C=C(C)C1CC=C(C)/C(=N\NC(=O)CCC(=O)Nc2ccc(C)c(C)c2)C1 (stereo unspecified) | 102.2 | 108.3 | 3.0 | 99.8 | 100.7 | 101.0 | 0.6 | 104.3
O=C(CCCOc1ccccc1)n1nnc2ccccc21 | 99.2 | 91.4 | 0.0 | 103.8 | 101.9 | 99.0 | 3.7 | 108.6
Cc1cc(NCCN(C)C)n2nc(-c3cccs3)cc2n1 | 100.4 | 95.2 | 0.0 | 107.4 | 104.6 | 96.0 | 8.6 | 94.5
(listing goes on)
SMILES | AGP1-GFP MLPCN | Yeast superoxide | GRK2 inh | MEP2 TOR yeast | CIT2-GFP yeast | RPL19A TOR yeast | VLA-4 inh | LAP4 TOR yeast
Cc1cc(C)c2c(N=NN3CCOCC3)[nH]nc2n1 | 122.8 | 97.9 | 0.0 | 111.0 | 151.4* | 97.2 | 9.1 | 109.3
CCN1C(=O)/C(=C/c2ccc(OC)c(OC)c2)N=C1SCC(=O)NCc1ccco1 | 107.6 | 119.8 | 0.0 | 103.3 | 97.5 | 106.2 | 8.2 | 101.8
Cc1ccc(CNCC(=O)Nc2ccc(C)cc2Br)cc1 | 106.2 | 101.1 | 3.0 | 109.4 | 107.8 | 104.0 | 6.5 | 104.0
Cc1nc2ccc(NC(=O)N(C)c3ccccc3)cc2s1 | 100.3 | 87.6 | 0.0 | 100.8 | 96.3 | 103.1 | 8.8 | 93.3
O=C(NCCC1=CCCCC1)c1ccc2c(c1)N(Cc1ccccc1)C(=O)CS2 | 103.2 | 90.1 | 0.0 | 98.1 | 98.1 | 95.2 | 8.1 | 93.4
COc1ccc(CCNC(=O)c2sc3nc4n(c(=O)c3c2C)CCC4)cc1 | 106.0 | 100.1 | 1.0 | 100.8 | 99.5 | 99.9 | 0.7 | 106.8
CCOc1cccc2cc(C(=O)NCc3cccnc3)c(=O)oc12 | 99.5 | 88.5 | 2.0 | 115.7 | 97.5 | 100.1 | -4.7 | 107.8
O=C(NCCCC(NC(=O)OCc1ccccc1)C(=O)O)OCc1ccccc1 (stereo unspecified) | 88.3 | 97.6 | 1.0 | 92.4 | 90.8 | 90.7 | 19.1 | 87.3

Grouped by structure: the entries above with bromine (2)
SMILES | AGP1-GFP MLPCN | Yeast superoxide | GRK2 inh | MEP2 TOR yeast | CIT2-GFP yeast | RPL19A TOR yeast | VLA-4 inh | LAP4 TOR yeast
CCOCCCNC(=O)c1ccccc1Br | 104.7 | 95.9 | 2.0 | 98.5 | 94.9 | 100.5 | 17.1 | 106.4
Cc1ccc(CNCC(=O)Nc2ccc(C)cc2Br)cc1 | 106.2 | 101.1 | 3.0 | 109.4 | 107.8 | 104.0 | 6.5 | 104.0

Screening results deposited in PubChem by NMMLSC.
